TLR9-MyD88 block: blocks human TLR9 binding to MyD88; Q9NR96+Q99836; CHO BLA complementation TLR9-MyD88, CCF4 FRET ratio; inhibition, % at 4.98 µM; 0.21% of 340,000 active; AID 504734;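 active = inhibition above the mean over all tested compounds plus 3 SD, cut at about 21% in these data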;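 also: 0% = DMSO only wells and 100% = clavulanate BLA inhibitor control wells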
N-glyco inh: N-linked glycosylation inhibition; 0.23% of 360,000 active; reporter increase, % at 12.5 µM; D54 ERlucT glycosylation luciferase reporter, 24 h; percent of 100 nM tunicamycin response;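 active = mean luciferase reporter signal, scaled so untreated is 0 and the glycosylation-blocking control 100, at or above a set limit in every replicate; inconclusive = mean reaches the limit but not every replicate does; inactive = mean below the limit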;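 also: luciferase carries N-glycosylation sites so blocking glycosylation raises the light; 0% = median of neutral control wells and 100% = median of 100 nM tunicamycin wells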
ABHD5-PLIN5 inh: blocks binding of human ABHD5 to perilipin-5 | AID 602281 | Split G. princeps luciferase complementation, luminescence, 4 h | 0.78% of 360,000 active | Q00G26+Q8WTS1 | inhibition, % at 4 µM;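 active = inhibition above the mean inhibition across every tested compound plus 3 SD, cut at about 22% in these data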;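 also: 0% = DMSO only wells and the 100% control is not disclosed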
Target sequence (Q00G26 whole entry, looked up): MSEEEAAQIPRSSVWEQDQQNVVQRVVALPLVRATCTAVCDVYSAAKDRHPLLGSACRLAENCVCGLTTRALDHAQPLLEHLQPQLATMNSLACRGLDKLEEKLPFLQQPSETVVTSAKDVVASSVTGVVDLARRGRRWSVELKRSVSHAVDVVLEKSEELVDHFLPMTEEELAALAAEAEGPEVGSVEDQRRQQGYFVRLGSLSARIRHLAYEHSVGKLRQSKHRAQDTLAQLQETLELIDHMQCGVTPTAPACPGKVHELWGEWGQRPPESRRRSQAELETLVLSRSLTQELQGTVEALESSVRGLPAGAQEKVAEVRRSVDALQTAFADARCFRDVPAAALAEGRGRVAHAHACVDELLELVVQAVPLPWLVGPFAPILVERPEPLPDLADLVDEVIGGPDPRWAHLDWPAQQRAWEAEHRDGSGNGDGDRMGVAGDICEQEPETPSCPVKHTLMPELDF
Target sequence (Q8WTS1 whole entry, looked up): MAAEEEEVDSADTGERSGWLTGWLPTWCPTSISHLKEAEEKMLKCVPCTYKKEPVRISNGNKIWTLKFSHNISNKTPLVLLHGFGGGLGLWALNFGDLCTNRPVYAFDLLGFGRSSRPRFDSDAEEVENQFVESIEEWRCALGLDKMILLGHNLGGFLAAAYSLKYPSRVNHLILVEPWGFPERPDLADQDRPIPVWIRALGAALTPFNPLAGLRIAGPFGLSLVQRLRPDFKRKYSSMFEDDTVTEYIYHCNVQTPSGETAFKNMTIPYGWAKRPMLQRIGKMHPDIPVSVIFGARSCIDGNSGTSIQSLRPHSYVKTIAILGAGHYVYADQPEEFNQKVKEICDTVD
NOD2 RIPK2 PPI: inhibitors of human NOD2-RIPK2 interaction | inhibition, % at 4.98 µM | CHO BLA complementation NOD2-RIPK2, CCF4 ratio | AID 624267 | 0.38% of 360,000 active | O43353; in the data active = inhibition above about 21%;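 also: 0% = vehicle only and 100% = reference blocker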
MC4R ag barr: human MC4R agonism via beta-arrestin; U2OS MC4R beta-arrestin complementation, luminescence; percent of melanotan II response, DMSO zero; activation, % at 8.9 µM; 0.98% of 360,000 active; AID 540308;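 active = activation above a per-plate cutoff, the mean activation of sample wells on that plate plus 3 SD, cut at about 8% in these data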
aDG glyco up: increases alpha dystroglycan glycosylation; Pro5-aDG cells, alpha-DG glycosylation AlphaScreen (IIH6); 0% Pro5, 100% B10-LARGE cell signal; activation, % at 10 µM; 0.22% of 360,000 active;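 active = activation of at least 8% versus controls, or a plate z-score of at least 8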;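 also: Pro5 are CHO cells carrying HIG-tagged alpha-DG that lacks glycosylation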
Vif inh: inhibitors of HIV Vif; AID 602346; HEK293T cells, Vif self-association by quenched fluorescence, imaging, 24 h; 0.35% of 340,000 active; inhibition, % at 7.49 µM; in the data active = inhibition above about 50%, passing the limit was not always enough; inconclusive = no clear call, values can overlap the other calls; inactive = below about 31%; also: some results filed as inactive read as strong as hits
ABCB6 inh MLPCN: blocks the human ABCB6 transporter. Q9NP58. K562-ABCB6 porphyrin accumulation, flow cytometry, 1 h; active compounds read low. fluorescence ratio to DMSO, % at 10 µM. 0.19% of 360,000 active;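 active = fluorescence ratio to DMSO below 75%, the collection mean minus 3 SD; inconclusive = too few cells collected in the well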;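 also: signal is porphyrin accumulated inside mitochondria; 100% equals median channel fluorescence of DMSO control wells; lower ratio means ABCB6 inhibition with less porphyrin fluorescence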
Exocytosis inh: lytic granule exocytosis inhibition | inhibition, % at 10 µM | AID 651702 | TALL-104 LAMP-1 surface exposure, flow cytometry; cells stimulated with thapsigargin and PMA | 0.66% of 360,000 active;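 active = inhibition above about 55%, limit read from the data; inconclusive = no clear call, values can overlap the other calls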
MC4R antagonist: blocks human MC4R cAMP signaling. P32245. MC4R-expressing cells, MTII-stimulated cAMP, LANCE TR-FRET. inhibition, % at 6.5 µM. 0.48% of 360,000 active;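 active = inhibition above its plate's cutoff, the mean of tested wells on that plate plus 3 SD, cut at about 29% in these data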;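 also: 0% = Melanotan II alone and 100% = Melanotan II plus saturating MCL0020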
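Assay system: human MC4R-expressing U2OS cells; reagent: Melanotan II stimulation of cells; dosing: 6.5 µM single dose; timing: compound 30 min, challenge 1 h, detection 1 h; signal: TR-FRET cAMP assay; replicates: one well per compound, no replicates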
Starred values were filed as active, the others as inactive; ? = inconclusive; nt = not tested or not shown.

TLR9-MyD88 block | N-glyco inh | ABHD5-PLIN5 inh | NOD2 RIPK2 PPI | MC4R ag barr | aDG glyco up | Vif inh | ABCB6 inh MLPCN | Exocytosis inh | MC4R antagonist | Compound
2 | 5 | -4 | -4 | -2.4 | 0.1 | -4 | 97 | 3 | 1 | Cc1cc(C)c2sc(NNC(=O)C3COc4ccccc4O3)nc2c1 (stereo not given)
-1 | 2 | 3 | 1 | 0.7 | 0.0 | 7 | 98 | 2 | 2 | COc1cc(C2N(c3cc(C)on3)C(=O)C3CCCN32)cc(OC)c1OC (stereo not given)
nt | -1 | 0 | -12 | 4.1 | 0.1 | -2 | 106 | 2 | 2 | COc1ccccc1CC1(C)C(=O)Nc2ccc(OC(F)(F)F)cc21 (stereo not given)
4 | 3 | 4 | 3 | 0.5 | -0.5 | 9 | 97 | -4 | 14 | O=C(O)CCC(=O)N1N=C(c2c(-c3ccccc3)c3cc(Cl)ccc3[nH]c2=O)CC1c1ccccc1 (stereo not given)
2 | 0 | -7 | 3 | 0.9 | 0.0 | 8 | 102 | 0 | -2 | O=C(CN1C(=O)c2cccnc2Oc2ccc(Cl)cc21)NC1CCCCC1
0 | 3 | -1 | 0 | -0.4 | 0.1 | 17 | 102 | 0 | 5 | Cc1nn(C(C)C(=O)NCCCN2CCCCC2C)c(=O)c2c1sc1ccccc12 (stereo not given)
-9 | 0 | 8 | -6 | -1.1 | 1.2 | nt | 95 | -4 | 1 | COC(=O)c1ccsc1NC(=O)CSc1nnnn1Cc1ccccc1
11 | 0 | 3 | 0 | -1.1 | 0.3 | 3 | 98 | 10 | -5 | CCC(C)Sc1cc(C)c(C#N)c2nc3ccccc3n12 (stereo not given)
0 | 5 | -2 | 2 | 1.2 | 0.1 | -27 | 103 | 0 | 12 | Cc1nnc(NC(=O)c2cccc(F)c2)s1
6 | 2 | -8 | 0 | -3.4 | -0.1 | 12 | 100 | 2 | -1 | COc1ccc(CCNC(=O)CNC(=O)c2ccccc2Br)cc1OC
-5 | 2 | 3 | 1 | -1.2 | 0.0 | -5 | 72* | -14 | 1 | COC(=O)[C@@H]1C[C@@]2(O)[C@H](O)[C@H](O)[C@H](O)C[C@H]2N1Cc1ccc(C(F)(F)F)cc1
8 | 2 | 1 | 3 | 3.0 | -0.3 | 9 | 106 | 22 | 2 | CCc1ccc(S(=O)(=O)Nc2cccc(-c3ccc4nncn4n3)c2)s1
-4 | 2 | 7 | 4 | -0.7 | 0.0 | 4 | 99 | -1 | 6 | CCn1cc(C(=O)NCc2ccc(C)o2)c2cc(OC)c(OC)cc2c1=O
5 | 3 | 8 | -15 | 1.4 | -0.2 | 4 | 95 | 6 | 6 | Clc1ccc(-c2nnc(N3CCOCC3)o2)cc1
8 | 5 | -4 | -1 | -2.3 | 0.1 | 5 | 97 | 3 | 0 | CC(=O)N(C)c1cccc(-c2ccc3nnc(C)n3n2)c1
-2 | -2 | -4 | 11 | 0.2 | 0.1 | -1 | 98 | 4 | 12 | Cc1cc(C)c(C#N)c(OCc2ccc(Cl)nc2)n1
10 | 0 | -17 | 10 | -1.8 | -0.1 | -3 | 97 | 9 | 2 | O=C(Cc1cccc(NC(=O)C2CCCN(C(=O)C3CCCCC3)C2)c1)Nc1cccc(C(=O)N2CCCC2)c1 (stereo not given)
-8 | 0 | 3 | 1 | -0.3 | 0.3 | nt | 93 | -2 | 20 | CN(C)c1nc2n(c(=O)n1)CCS2
nt | 2 | 4 | -7 | 0.5 | 0.0 | 1 | 93 | -8 | -5 | N#CCc1ccc(-c2cccc3nccn23)cc1
-17 | 1 | 8 | -5 | 1.6 | 0.1 | 9 | 101 | -1 | 0 | Clc1ccc(OCCCCN2CCc3ccccc3C2)cc1
-3 | 0 | -6 | 1 | 2.1 | -0.2 | -6 | 98 | 1 | 9 | S=c1[nH]nc(-c2ccccc2)n1/N=C/c1c[nH]c2ccccc12
-4 | 1 | 5 | 1 | 0.7 | 0.1 | 9 | 95 | -10 | 10 | COc1cc(OC)c(OC)cc1CNCCNC(=O)c1ccco1
-16 | -3 | -8 | 3 | -1.3 | 3.4 | -8 | 99 | -4 | -3 | O=C(Nc1ccc(C(=O)N2CCN(c3ccc(Cl)cc3)CC2)cc1)C1=CSCCO1
nt | 0 | 2 | -1 | -0.1 | -0.2 | -10 | 94 | -13 | 7 | OC[C@@H]1CN(Cc2ccc3c(c2)OCO3)C[C@H](n2cnc3c(NCc4ccncc4)ncnc32)O1
-9 | 0 | 0 | -8 | -1.5 | 0.0 | -7 | 101 | -2 | -4 | CCOC(=O)c1c(NCC(C)C)c2ccccc2[nH]c1=O
3 | 0 | -3 | 4 | -1.9 | 0.4 | 3 | 99 | -4 | 4 | COCCn1nnnc1C(c1ccccc1Cl)N1CCN(c2ccccc2OC)CC1 (stereo not given)
-2 | 1 | 9 | -13 | -0.3 | 0.4 | 3 | 102 | 19 | 18 | Cc1cccc(N2C(=O)CC(Sc3ccccc3C(=O)O)C2=O)c1 (stereo not given)
7 | -4 | -4 | 2 | 0.1 | -0.5 | 8 | 90 | 9 | 5 | Cc1csc2nc(COC(=O)c3cccc(N(C)C)c3)cc(=O)n12
-9 | -1 | 0 | -11 | -1.3 | -0.3 | 0 | 95 | -2 | -5 | CC(C)OC(=O)CSc1nc2cccnc2n1-c1ccc(F)cc1
-3 | 6 | -7 | -11 | -0.5 | 0.1 | -2 | 102 | -9 | 10 | COC(=O)c1sc(S(=O)(=O)Nc2ccc(Br)cc2)c(C(=O)OC)c1C
-13 | -6 | 13 | 2 | 0.7 | -0.1 | -1 | 96 | 22 | 6 | CCCCC(=O)NC(=S)Nc1cccc(Cl)c1N1CCCCC1
-4 | -20 | 0 | 0 | -1.3 | 0.8 | 5 | 100 | 6 | 4 | CCCCCN1C=CC(=C2C(=O)c3ccccc3C2=O)C=C1
-8 | -1 | -7 | -11 | 2.9 | -0.2 | -5 | 107 | 1 | 2 | CCOC(=O)NC(Nc1nc2ccccc2s1)(C(=O)OCC)C(F)(F)F (stereo not given)
0 | 1 | 15 | -10 | 1.3 | 0.0 | 2 | 93 | -2 | -5 | COC(=O)[C@@H](NC(=O)Nc1cc(Cl)ccc1C)C(C)C
0 | 0 | -7 | 3 | 0.3 | -0.1 | ? | 102 | -4 | -2 | O=C(NC1CCC(=O)N(CCSc2ccccc2)CC1)OCc1ccccc1 (stereo not given)
-1 | 2 | 2 | 2 | -0.8 | 4.7 | -24 | 96 | -2 | -2 | CC(=O)c1c(C)[nH]c(C(=O)CSc2nc3ccccc3n2C)c1C
nt | 0 | 3 | -4 | 1.0 | 0.1 | -2 | 101 | 1 | 11 | CN(C)/C=C/C(=O)c1cnc(-c2ccc(Cl)cc2)s1
-7 | 4 | -4 | -5 | -1.0 | -0.1 | 1 | 91 | 1 | 4 | O=c1c2ccccc2c(C=NCCO)c(O)n1-c1ccccc1
nt | -1 | -11 | -10 | 0.2 | -0.1 | 7 | 106 | 3 | -2 | CCn1nnnc1SCC(=O)N1CCN(c2ccccc2)CC1
-2 | 2 | 8 | -7 | -0.1 | 0.2 | 6 | 103 | -1 | 0 | COc1ccc(CC(=O)NC2CC(C)(C)NC(C)(C)C2)cc1OC
4 | -17 | -5 | -1 | 4.1 | 0.3 | -2 | 96 | 11 | 14 | Cc1nc2c(-c3ccccc3)cnn2c(N)c1-c1ccccc1
-2 | 0 | 10 | 8 | -0.9 | 0.0 | 33 | 96 | 7 | 8 | CCSc1nc2c(c(=O)[nH]1)C(C(C)C)C(C#N)=C(N)O2 (stereo not given)
-2 | -2 | -3 | 1 | -0.8 | 0.0 | -1 | 97 | -6 | 7 | CC(CN(C)Cc1ccccc1)OC(=O)c1cccs1 (stereo not given)
3 | 2 | -3 | -1 | -1.1 | -0.2 | 2 | nt | -1 | 4 | C=CCOc1ccc(/C(O)=C2\C(=O)C(=O)N(CCCOC)C2c2ccc(O)c(OC)c2)cc1 (stereo not given)
nt | -1 | 4 | -8 | -1.9 | -0.3 | 1 | 97 | 0 | 0 | NNC(=O)c1sc2cc(C(F)(F)F)cnc2c1-c1ccccn1
-4 | -4 | 15 | 3 | 0.7 | -0.2 | -8 | 99 | 26 | 2 | COc1ccccc1OC(C)C(=O)N1CCC(Cc2ccccc2)CC1 (stereo not given)
-5 | 2 | 3 | 10 | 2.1 | -0.2 | 0 | 101 | -3 | 6 | CCn1c(O)c(N=NC(=O)C(O)c2ccccc2)c2ccccc21 (stereo not given)
-23 | 1 | -6 | 5 | 0.5 | 0.1 | 2 | 101 | 1 | 7 | COc1ccccc1C(=O)Nc1nnc(-c2ccc3c(c2)CCCC3)o1
-4 | -4 | 7 | 3 | 3.1 | 0.5 | -4 | 96 | 3 | 5 | CC(C)CCNC(=O)c1onc(CSc2ccncc2)c1C(=O)NCCC(C)C
2 | 0 | 3 | -3 | -1.8 | 0.2 | 16 | 99 | -2 | 2 | Cc1ccc(NC(=O)COC(=O)Cc2ccsc2)c(C)c1
-9 | 2 | -8 | 2 | -1.6 | 0.1 | -4 | 104 | -4 | 10 | NC(=O)CC(NC(=O)Cc1ccc(Cl)cc1)c1ccc(NCCN2CCOCC2)c([N+](=O)[O-])c1 (stereo not given)
9 | -2 | -5 | -16 | 3.1 | 0.0 | -1 | 100 | -4 | 17 | Cc1cc2c3c(c1C)C1(C(=O)N3C(C)(C)CC2C)C(C#N)=C(N)Oc2cc(O)ccc21 (stereo not given)
1 | -1 | 9 | -8 | 0.5 | -0.1 | -4 | 98 | -1 | 2 | CC(OC(=O)c1ccc(NS(=O)(=O)c2ccc3[nH]c(=O)[nH]c3c2)cc1)C(=O)Nc1cccc(Cl)c1Cl (stereo not given)
-8 | -2 | -6 | -2 | 0.5 | -0.1 | 4 | 98 | 4 | 11 | CCOC(=O)/C(=N/Nc1ccccc1OC)N1CCCc2ccccc21
11 | 3 | -5 | -6 | -1.5 | -0.1 | 4 | 91 | -4 | -1 | COC(=O)c1ccc(CSc2nnc(-c3ccncc3)o2)o1
1 | 2 | -7 | -4 | -1.3 | 0.2 | -5 | 98 | 0 | 2 | CC(Oc1ccc(Cl)cc1Cl)C(=O)NNC(=O)[C@@H]1CCCC[C@@H]1C(=O)O (stereo not given in full)
8 | -4 | 5 | -4 | -0.4 | -0.2 | 31 | 99 | 6 | -7 | CCN1CCN(S(=O)(=O)c2ccc(Cl)c(C(=O)NCc3nc4ccccc4[nH]3)c2)CC1

2 entries from above in another layout:
> Cc1nc2c(-c3ccccc3)cnn2c(N)c1-c1ccccc1
  TLR9-MyD88 block = 4 | N-glyco inh = -17 | ABHD5-PLIN5 inh = -5 | NOD2 RIPK2 PPI = -1 | MC4R ag barr = 4.1 | aDG glyco up = 0.3 | Vif inh = -2 | ABCB6 inh MLPCN = 96 | Exocytosis inh = 11 | MC4R antagonist = 14
> CCSc1nc2c(c(=O)[nH]1)C(C(C)C)C(C#N)=C(N)O2 (stereo not given)
  TLR9-MyD88 block = -2 | N-glyco inh = 0 | ABHD5-PLIN5 inh = 10 | NOD2 RIPK2 PPI = 8 | MC4R ag barr = -0.9 | aDG glyco up = 0.0 | Vif inh = 33 | ABCB6 inh MLPCN = 96 | Exocytosis inh = 7 | MC4R antagonist = 8

High-throughput results as filed in PubChem BioAssay.

This is a subset (hit frequency here may not be typical).
